MDM2 E3 inh: inhibitors of human Mdm2 E3 ubiquitin ligase | Q00987 | cell-based MDM2 ubiquitination luciferase reporter, 2 h; 0 = plate control, 100 = twice control, blank-subtracted | signal enhancement, % at 5 µM | 210,000 compounds, 0.11% hits | AID 1230;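 active means signal enhancement of 30% or more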;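 further: luminescence tracks abundance of the self-degrading MDM2-luciferase fusion protein; higher signal means inhibition of MDM2 E3 ligase activity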
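Test system: mammalian cells stably expressing self-ubiquitinating, self-degrading MDM2 E3–luciferase fusion; Amount: 2000 cells in each well; Medium: DMEM; Schedule: 4 h settle plus 2 h compound, 37 °C; Technique: SteadyLite luciferase luminescence after 15 min room-temperature reagent incubation; Benchmarks: plate control and blank wells.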
14-3-3 Bad PPI: disrupts binding of bovine 14-3-3 zeta to phospho-Bad peptide | 220,000 compounds, 0.71% hits | TR-FRET 14-3-3zeta/Dy647-pBad peptide displacement, 1 h | AID 781 | inhibition, % at 21.7 µM;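 active means inhibition above about 70%, limit read from the data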;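 further: 0% = full 14-3-3 plus peptide FRET controls and 100% = background without 14-3-3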
Target sequence (P63103 whole entry, looked up): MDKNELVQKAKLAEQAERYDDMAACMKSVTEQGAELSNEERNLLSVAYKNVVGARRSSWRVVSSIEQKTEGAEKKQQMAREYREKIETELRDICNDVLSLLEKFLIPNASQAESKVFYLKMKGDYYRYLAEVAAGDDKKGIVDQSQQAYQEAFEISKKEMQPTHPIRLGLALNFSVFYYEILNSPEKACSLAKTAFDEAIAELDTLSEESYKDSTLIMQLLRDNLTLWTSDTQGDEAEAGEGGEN
Wee1 stabilizer: blocks degradation of human Wee1 kinase; P30291; HeLa Luc-Wee1K328M stability, luciferase luminescence; 100% = proteasome inhibitor MG132 effect; reporter increase, % at 5 µM; 220,000 compounds, 1.2% hits; AID 1321;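 active means activation above the mean of all tested compounds plus 3 SD, set per screening run, cut at about 8.8% in these data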;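 further: cells exposed to compound for 20 h before luminescence read; 0% = DMSO alone and 100% = MG132 at 30 µM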
p97 ATPase inh: inhibitors of human p97 ATPase; P55072; recombinant p97 ATPase, Kinase-Glo ATP luminescence, 3 h; inhibition, % at 8 µM; 220,000 compounds, 0.42% hits; AID 1481; in the data active means inhibition above about 15%;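 further: 0% = DMSO vehicle and 100% = wells lacking enzyme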
KLK5 inh: kallikrein 5 (human) inhibition | recombinant hK5, fluorogenic AMC substrate cleavage | Q9Y337 | 210,000 compounds, 0.59% hits | inhibition, % at 5 µM;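 active means inhibition of 40% or more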;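 further: 0% = enzyme controls without compound and 100% = no-enzyme blanks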
Target sequence (Q9Y337 67-293 limits assumed): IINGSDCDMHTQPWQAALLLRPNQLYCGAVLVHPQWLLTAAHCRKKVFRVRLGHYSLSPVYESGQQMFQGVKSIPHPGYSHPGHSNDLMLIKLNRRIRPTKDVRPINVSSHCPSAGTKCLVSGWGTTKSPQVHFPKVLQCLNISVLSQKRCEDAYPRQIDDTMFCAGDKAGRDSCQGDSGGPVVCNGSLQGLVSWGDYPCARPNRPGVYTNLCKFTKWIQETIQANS
FXIa inh 1536: blocks human coagulation factor XIa protease activity. P03951. purified FXIa, Boc-Glu-Ala-Arg-AMC fluorogenic substrate. inhibition, % at 5 µM. 220,000 compounds, 0.14% hits. AID 798;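 active means inhibition of at least 40%; inactive means inhibition below 40%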;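 further: fluorescence of freed AMC excited at 355 nm; 0% = enzyme without compound and 100% = no enzyme blank; many of its hits are not listed in these tables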
FXIIa inh: inhibitors of human coagulation factor XIIa | inhibition, % at 5 µM | AID 800 | 220,000 compounds, 0.3% hits | purified FXIIa, Boc-QGR-AMC fluorogenic substrate, 2 h | P00748; in the data active means inhibition above about 40%;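 further: 0% = enzyme with no compound and 100% = blank without enzyme; many of its hits are not listed in these tables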
Rad51 HR inh: blocks human Rad51 in homologous recombination. Q06609. hRad51 DNA strand exchange, fluorescence dequenching. inhibition, % at 10 µM. 200,000 compounds, 0.085% hits. AID 1385;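 active means inhibition above 40% at the single screening dose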;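 further: 0% = DMSO control wells and 100% = blanks with heterologous ssDNA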
Target sequence (Q06609 whole entry, looked up): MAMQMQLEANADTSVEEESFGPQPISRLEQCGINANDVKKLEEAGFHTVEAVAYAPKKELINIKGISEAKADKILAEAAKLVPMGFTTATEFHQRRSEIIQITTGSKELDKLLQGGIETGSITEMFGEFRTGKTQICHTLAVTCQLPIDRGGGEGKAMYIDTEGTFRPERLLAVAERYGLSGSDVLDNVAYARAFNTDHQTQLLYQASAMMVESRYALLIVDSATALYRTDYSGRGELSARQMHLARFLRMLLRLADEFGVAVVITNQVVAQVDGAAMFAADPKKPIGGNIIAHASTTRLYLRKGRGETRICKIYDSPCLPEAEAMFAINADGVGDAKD
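Material: hRad51 filaments on single-stranded DNA; Reagent: Donor/quencher-labelled 47-bp dsDNA substrate; Compound: 10 µM final, single point; Schedule: 37 °C 15-min filament assembly, 30-min compound preincubation, 15-min exchange; Technique: FRET fluorescence, excitation 485 nm, emission 520 nm; Benchmarks: control wells and blank wells on each plate.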
eIF4E 4G PPI: eIF4E/eIF4G interaction inhibition in translation initiation; P63073+Q04637; TR-FRET eIF4E-eIF4GI(517-606) binding, 2 h; inhibition, % at 21.7 µM; 220,000 compounds, 0.37% hits;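 active means inhibition above about 30%, limit read from the data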;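 further: 0% = full FRET control wells and 100% = background wells lacking eIF4GI fragment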
* hit, by the source's call; . = not tested or not shown; [ ] = another dose, or the depositor's remark.

SMILES	MDM2 E3 inh	14-3-3 Bad PPI	Wee1 stabilizer	p97 ATPase inh	KLK5 inh	FXIa inh 1536	FXIIa inh	Rad51 HR inh	eIF4E 4G PPI
CCOc1ccc(C(=O)NC(=S)NC2CCCC2)cc1[N+](=O)[O-]	-15.1	-17.8[fluorescence artefact?]	-0.2	0.7	-2.4	3.5	11.4	-5.2	-2.1
Cc1c(C(=O)N/N=C/c2ccc(O)c(Br)c2)sc(N)c1C#N	-4.1	4.2	1.7	10.8	-2.3	4.5	-0.9	-8.4	-2.7
CCOC(=O)C1CCCN(c2nc3ccccc3nc2C(C#N)C(=O)NCc2ccccc2)C1 (stereo not drawn)	-8.3	-14.5	-1.8	-3.8	-0.6	5.8	11.2	-5.2	4.3
O=C(Cn1ncc2c(=O)oc3ccccc3c21)NCCc1ccsc1	12.2	3.7	-1.4	2.1	-19.1	-3.2	5.3	2.1	-0.3
O=C(CSc1cccc[n+]1[O-])c1ccc(Cl)s1	-13.1	-5.1	-1.1	6.7	-1.6	11.0	6.6	6.2	4.7
Cc1nc(=O)c(-c2ccccc2)c(C)n1-c1ccc(C(=O)O)cc1	13.1	-6.1	-0.9	5.0	7.7	3.5	-7.2	-1.4	-1.4
COc1ccccc1CCNC(=O)c1cnn2c(C(F)F)cc(C)nc12	-7.5	12.3	-0.7	-5.2	-6.6	6.0	18.4	-8.7	-3.3
Cn1cccc1CC(=O)NNC(=O)Nc1ccc(Cl)cc1	-13.5	-0.7	0.3	18.8*	4.3	8.8	12.3	.	-3.5[fluorescence artefact?]
Cn1c(NC(=O)c2cccc(C(F)(F)F)c2)cc(=O)n(C)c1=O	-0.5	0.8	2.2	-3.1	0.3	7.9	15.6	-2.9	-2.5
O=C(O)CCC(=O)Nc1ccc(/C=C/C(=O)C2CC2)cc1	-16.6	-7.8	1.7	3.0	3.8	0.5	12.3	.	1.4
Cc1cc(S(=O)(=O)NCc2ccccc2)ccc1OCC(=O)Nc1cccc([N+](=O)[O-])c1	-1.6	-12.3	7.0	7.8	-23.8	3.5	9.7	2.3	-7.9
Cc1ccc(C(=O)NNC(=O)CSc2nnc3c(n2)[nH]c2ccc(F)cc23)cc1	-21.1	36.1[fluorescence artefact?]	-1.5	1.1	-234.5	1.3	5.9	0.3	-18.9
O=C(COC(=O)CCN1C(=O)c2cccc([N+](=O)[O-])c2C1=O)NC1CCS(=O)(=O)C1 (stereo not drawn)	-1.9	-2.5	2.9	6.7	2.0	1.9	9.2	6.7	0.9
COC(=O)c1ccccc1NC(=O)c1ccccc1NS(C)(=O)=O	-10.4	-275.0[fluorescence artefact?]	-2.4	5.1	-12.7	2.4	-0.2	6.4	-5.2
COc1ccccc1CN(C)C(=O)c1ccc2c(c1)NC(=O)CS2	-8.2	1.8	3.1	0.1	-9.3	-9.0	-1.2	.	-1.9
COc1cccc(C(=O)N(c2ccc(OC)cc2OC)C2C=CS(=O)(=O)C2)c1 (stereo not drawn)	2.4	1.5[fluorescence artefact?]	-1.5	5.3	-23.2	-10.1	2.9	.	2.1
Cc1ccc2nc(NC(=O)COC(=O)c3ccccn3)sc2c1	-4.0	3.3	9.3*	-0.2	-0.8	-4.2	7.9	1.3	-0.7
CC(NC(=O)OC(C)(C)C)C(=O)Oc1cc2oc(=O)cc(-c3ccccc3)c2cc1Cl (stereo not drawn)	-8.8	1.1	-2.0	1.5	12.2	2.6	8.0	-9.5	6.2
CC(C)(C)S(=O)(=O)Cc1nc(-c2ccc(Cl)c(Cl)c2)cs1	-10.0	-2.9	-1.1	4.9	-8.7	-7.7	8.2	2.5	4.1
COc1ccc(-c2cc(C3CCN(c4cc(Cl)nc(N)n4)CC3)[nH]n2)cc1	-7.0	-11.0	0.0	2.1	-21.8	4.1	13.2	3.5	14.8
CCCCOC(=O)c1ccc(NC(=O)c2ocnc2C)cc1	-10.8	4.2	-1.5	1.9	-0.5	1.8	12.9	-3.4	3.4
CCN(CC)S(=O)(=O)c1ccc2c(c1)c(=O)c(C(=O)NCCCN(C)c1ccccc1)cn2C	-55.2	-6.2	-1.7	1.2	2.5	-0.8	9.2	-4.5	-17.7
Cc1c(C(=O)Nc2ccc(F)cc2)oc2ccc(S(=O)(=O)N3CCC4(CC3)OCCO4)cc12	-14.4	-8.6	6.4	-1.2	2.9	-7.2	1.2	-7.8	-10.2
CCNC(=O)COC(=O)c1cc(S(=O)(=O)N2CCCCC2)ccc1C	-2.2	-1.0	0.6	4.9	-5.3	-3.6	0.9	11.2	0.1
COc1ccccc1/C=C/C(=O)NCC(=O)N/N=C/c1ccc2c(c1)OCO2	-10.0	1.5	1.1	5.0	4.2	2.9	11.4	4.4	2.7

Reformatted as a markdown table: 2 of the compounds above.
| structure | MDM2 E3 inh | 14-3-3 Bad PPI | Wee1 stabilizer | p97 ATPase inh | KLK5 inh | FXIa inh 1536 | FXIIa inh | Rad51 HR inh | eIF4E 4G PPI |
| --- | --- | --- | --- | --- | --- | --- | --- | --- | --- |
| Cn1c(NC(=O)c2cccc(C(F)(F)F)c2)cc(=O)n(C)c1=O | -0.5 | 0.8 | 2.2 | -3.1 | 0.3 | 7.9 | 15.6 | -2.9 | -2.5 |
| O=C(O)CCC(=O)Nc1ccc(/C=C/C(=O)C2CC2)cc1 | -16.6 | -7.8 | 1.7 | 3.0 | 3.8 | 0.5 | 12.3 | . | 1.4 |

(continued)
SMILES	MDM2 E3 inh	14-3-3 Bad PPI	Wee1 stabilizer	p97 ATPase inh	KLK5 inh	FXIa inh 1536	FXIIa inh	Rad51 HR inh	eIF4E 4G PPI
CCn1ccnc1CN1CCN(CC=C(C)C)C(CCO)C1 (stereo not drawn)	-12.3	-5.0	-2.2	2.7	.	-0.5	9.4	.	1.6
O=C(CN1CCCCC1)N1CCCc2c1c(=O)oc1ccc(OCc3ccccc3)cc21	.	-1.6	4.4	-3.1	-12.3	-6.3	6.2	0.1	-1.9
CNC(=O)COC(=O)c1cc(-c2ccccc2)nn1-c1ccccc1	-10.7	-0.4	-0.8	-5.5	-0.6	-5.4	5.3	3.5	1.0
O=C1OC(c2cccs2)=N/C1=C\c1ccc(-c2cccc(Cl)c2)o1	-10.8	6.3	3.1	3.1	-4.7	-4.8	5.5	-2.2	-0.6
O=C(CCCCCCCCCCC(=O)NCc1cccnc1)NCc1cccnc1	-3.0	-7.6	0.3	-0.2	-6.4	-3.6	2.5	-13.7	-3.0
Cc1cc(C(=O)COC(=O)c2ccc[nH]c2=O)c(C)n1CCc1ccc(F)cc1	0.5	-6.8	-1.2	-4.0	43.5*	23.8	29.1	-0.5	-1.0
CSCCCNC(=S)N1CCN(S(=O)(=O)c2cccc(C(F)(F)F)c2)CC1	-5.5	-5.8[fluorescence artefact?]	2.2	-4.3	3.4	-2.5	-7.4	14.8	2.5
Cc1ccc(-n2c(SCC(=O)NCc3cccs3)nnc2-c2ccoc2C)cc1	-12.6	-17.1	-1.1	-3.1	-15.4	-0.7	6.6	-10.2	-1.8[fluorescence artefact?]
CC1CC(C)CN(C(=O)c2cc(-c3ccccn3)nc3ccccc23)C1 (stereo not drawn)	-19.7	-3.9	-0.5	-5.5	-19.1	5.0	15.2	-12.9	-1.3
CC(C)C[C@H](NC(=O)Nc1ccccc1F)C(=O)O	-5.9	3.6[fluorescence artefact?]	-3.1	1.8	-1.2	4.5	13.2	-3.5	0.6
COc1ccc(N=Nc2ccc(N)nc2N)cc1	-24.6	-11.8	4.6	0.8	-0.9	-0.1	4.7	12.6	0.8
Cc1cc2nc(Cl)c(Cl)nc2cc1C	.	3.1	0.7	5.5	-3.4	-1.4	3.2	1.6	-0.6
O=C1c2ccccc2C(=O)N1CC(=O)N1c2ccccc2Sc2ccccc21	-6.6	0.0	-2.7	-2.6	0.1	-10.1	-4.6	-7.8	-1.0
Cc1ccc(N2C(=O)C(CN3CCOCC3)C2c2ccccc2)cc1 (stereo not drawn)	-2.4	-17.9	-3.5	-0.8	-8.2	-3.3	3.1	21.9	3.7
Cc1oc(-c2ccccc2Cl)nc1CSc1nc2c(c(=O)[nH]1)CCC2	.	3.4	1.2	2.3	-9.8	-1.2	3.1	.	0.7[fluorescence artefact?]
COc1ccc(NC(=O)C2CCCN(S(=O)(=O)c3cccs3)C2)cc1OC (stereo not drawn)	-17.4	-12.8	1.9	1.8	-5.2	-13.0	3.5	2.2	-1.1[fluorescence artefact?]
O=C(Nc1ccc(F)cc1F)c1ccc(-n2cncn2)nc1	-20.1	-11.9[fluorescence artefact?]	-3.5	-1.7	-4.9	-2.8	5.6	-8.2	0.0
CCn1c(=O)cc(C(F)(F)F)[nH]c1=S	-1.2	3.6	-0.5	2.7	-2.3	-3.0	5.5	2.0	-2.8
Cc1ccc(NC(=O)C(=O)Nc2ccc(C)cn2)nc1	-13.0	12.6	7.0	3.6	-16.5	-8.5	-2.4	5.5	0.1
COCCNC(=O)CN(c1cccc(OC)c1)S(=O)(=O)c1ccc(C)cc1	-6.1	4.4[fluorescence artefact?]	0.9	1.7	1.3	-3.4	5.2	2.9	-4.3
O=c1[nH]nc(SCc2nnc(-c3ccc([N+](=O)[O-])cc3)o2)n1C1CCCCC1	-6.3	1.5	-1.8	2.0	1.3	-0.3	6.2	11.6	2.6
CCN1CCN(C(=O)CCCn2c(C)c3cnn(-c4ccccc4)c(=O)c3c2C)CC1	-5.6	20.5	-1.6	1.9	-6.5	6.6	4.3	4.4	-3.9
Cc1ccccc1C(=O)NC(=S)NCCC1=CCCCC1	-6.6	-2.8	0.9	-3.3	8.6	1.5	7.8	.	0.8
O=C1CCCCC(=O)c2ccccc2N1	-18.1	-14.9	1.2	-2.0	-0.3	-8.9	-5.3	-2.9	-4.8[fluorescence artefact?]
O=C(CN(Cc1ccco1)S(=O)(=O)c1cccs1)Nc1ccccc1C(F)(F)F	-10.3	-2.4	-0.2	-0.7	1.7	2.0	10.6	-12.3	-7.0
The list continues:
SMILES	MDM2 E3 inh	14-3-3 Bad PPI	Wee1 stabilizer	p97 ATPase inh	KLK5 inh	FXIa inh 1536	FXIIa inh	Rad51 HR inh	eIF4E 4G PPI
Cc1ccc(N(CC(O)CN2CCCCC2)S(=O)(=O)c2ccccc2[N+](=O)[O-])cc1 (stereo not drawn)	5.8	-12.1	-2.8	7.0	8.1	2.1	12.6	-5.5	0.0
CCCCCC1CC(CC/C(C)=N/NC(N)=O)C(=O)O1 (stereo not drawn)	-10.0	3.2	-2.8	-2.9	-7.0	-4.8	-0.6	13.3	-6.4
COC(=O)Cn1cnc2c(nnn2Cc2ccc(Cl)cc2)c1=O	13.0	3.5	-2.7	9.5	-7.2	2.2	3.5	-5.2	1.4
Cc1ccc(-c2nc(N)sc2CC(=O)OCC(=O)NCC2CCCO2)cc1 (stereo not drawn)	-9.3	-6.3	0.1	4.3	-15.6	2.4	4.0	-0.1	3.0[fluorescence artefact?]
CC1=C(C(=O)OC(C)C)C(c2cccs2)C(C(=O)OC(C)C)=C(C)N1	-12.9	-11.8	7.9	0.1	-8.0	-1.2	12.8	3.7	-1.0
COc1ccc(C2=NCC(CSc3nnnn3C)S2)cc1 (stereo not drawn)	-12.4	0.0	0.9	0.3	-0.4	-7.6	-0.6	2.7	-8.1
C=CCn1c(SCC(=O)Nc2ccc3c(c2)OCCO3)nnc1-c1ccccn1	-4.3	15.5	-0.4	3.2	-8.8	-2.0	10.9	-3.0	0.1

Screening data: PubChem, several laboratories
